FadD28 binding – inhibitors of Mycobacterium tuberculosis FadD28 bisubstrate binding | inhibition, % at 12.5 µM | FadD28 bisubstrate probe binding, fluorescence polarization | actives 0.22% (n = 360,000); in the data active = inhibition above about 8.5%, passing the limit was not always enough; inconclusive = no clear call, values can overlap the other calls
GDH-TPI counter – counter-screen for M. tuberculosis FBA inhibitors: GDH-TPI coupled enzymes; GDH-TPI coupled enzyme counterscreen, NADH absorbance; inhibition, % at 4.8 µM; actives 1.2% (n = 360,000); AID 588335;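 also: 0% = DMSO wells and 100% = wells lacking the enzyme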
BioA inh – BioA (M. tuberculosis) enzyme inhibition. actives 0.096% (n = 360,000). AID 602481. inhibition, % at 9.99 µM. purified M. tuberculosis BioA enzyme, plate reader; in the data active = inhibition above about 40%; inconclusive = no clear call, values can overlap the other calls
Rv3671c inh – inhibitors of M. tuberculosis serine protease Rv3671c | P9WHR9 | inhibition, % at 5.96 µM | actives 0.048% (n = 320,000); in the data active = inhibition above about 38%;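 also: extracellular domain of Rv3671c used as enzyme; 0% = enzyme with DMSO and 100% = no enzyme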
BoNT F protease – BoNT F light chain protease inhibition. inhibition, % at 10 µM. actives 0.22% (n = 360,000). Multiplex microsphere protease cleavage assay, flow cytometry; in the data active = inhibition above about 35%, passing the limit was not always enough; inconclusive = no clear call, values can overlap the other calls; also: plate controls were buffer without enzyme for full effect and enzyme alone for no effect
CCHF vOTU inh – blocks the CCHF virus ovarian tumor domain protease. actives 0.55% (n = 370,000). CCHFV vOTU protease, Pep-AMC fluorescence. inhibition, % at 11.5 µM; also: 0% = vehicle wells with enzyme and 100% = no enzyme wells
FBA Mtb inh – inhibitors of M. tuberculosis fructose-bisphosphate aldolase. P9WQA3. purified M. tuberculosis FBA, fluorescence read-out. inhibition, % at 1 µM. actives 2.3% (n = 360,000); in the data active = inhibition above about 27%;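 also: 0% = vehicle and 100% = reference inhibitor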
Target sequence (P9WQA3 whole entry, looked up): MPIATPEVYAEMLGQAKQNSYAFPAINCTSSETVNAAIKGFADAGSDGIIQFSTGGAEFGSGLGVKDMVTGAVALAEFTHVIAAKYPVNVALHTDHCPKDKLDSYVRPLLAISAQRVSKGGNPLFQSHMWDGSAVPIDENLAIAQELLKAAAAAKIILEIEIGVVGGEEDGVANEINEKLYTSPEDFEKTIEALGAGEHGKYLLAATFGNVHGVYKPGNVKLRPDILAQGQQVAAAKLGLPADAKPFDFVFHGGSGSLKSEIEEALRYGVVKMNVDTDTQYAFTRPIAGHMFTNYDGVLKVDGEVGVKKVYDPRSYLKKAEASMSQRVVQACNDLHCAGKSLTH
DUSP3 inh – blocks human VHR1 dual specificity phosphatase. inhibition, % at 13.3 µM. P51452. recombinant VHR phosphatase, pNPP absorbance. actives 0.52% (n = 290,000); in the data active = inhibition above about 50%; also: some compounds called inactive have numbers as strong as hits
Target sequence (P51452 whole entry, looked up): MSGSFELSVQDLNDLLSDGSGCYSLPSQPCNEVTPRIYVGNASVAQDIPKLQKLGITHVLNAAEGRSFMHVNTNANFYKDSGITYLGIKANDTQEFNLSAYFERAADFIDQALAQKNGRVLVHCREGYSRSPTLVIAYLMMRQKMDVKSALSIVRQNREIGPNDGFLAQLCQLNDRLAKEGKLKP
MazF activator – MazEF (E. coli) toxin RNase activation; P0AE70; FAM/BHQ RNA-DNA oligo cleavage fluorescence, 5 h; activation, % at 20 µM; actives 0.32% (n = 350,000); AID 504720; in the data active = activation above about 50%
Mtb UGM inh – Mtb UDP-galactopyranose mutase inhibition | P9WIQ1 | purified UGM, fluorescence polarization probe displacement | actives 0.06% (n = 320,000) | inhibition, % at 10 µM; in the data active = inhibition above about 10%, passing the limit was not always enough; inconclusive = no clear call, values can overlap the other calls
Target sequence (P9WIQ1 whole entry, looked up): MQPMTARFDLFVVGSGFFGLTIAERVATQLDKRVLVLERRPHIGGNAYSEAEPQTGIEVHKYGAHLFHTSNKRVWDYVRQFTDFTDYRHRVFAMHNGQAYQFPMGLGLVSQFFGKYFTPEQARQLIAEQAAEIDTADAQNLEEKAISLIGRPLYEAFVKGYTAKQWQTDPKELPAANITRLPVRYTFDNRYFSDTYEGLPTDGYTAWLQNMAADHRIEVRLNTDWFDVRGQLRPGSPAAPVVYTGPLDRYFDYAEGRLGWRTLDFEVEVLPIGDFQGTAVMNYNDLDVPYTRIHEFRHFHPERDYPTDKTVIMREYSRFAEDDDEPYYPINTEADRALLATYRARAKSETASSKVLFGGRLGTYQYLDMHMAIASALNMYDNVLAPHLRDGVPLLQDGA
Active calls of the source: *; i = inactive; ? = inconclusive; / = no result given; & = joins results of further samples. Rule as the data show it, unless noted: active = inhibition above about 30%; inactive = the rest.

(1) Cc1ccc(S(=O)(=O)N2CCCN(S(=O)(=O)c3ccc4ccccc4c3)CC2)cc1
(2) Cc1ccc(C)c(N(C(=O)Cn2nnc(-c3cccs3)n2)C(C(=O)NC2CCCC2)c2ccncc2)c1 (centres undefined)
(3) CC(C)CN1Cc2ccccc2-n2nncc2C1
(4) O=C(CSc1n[nH]c(-c2ccncc2)n1)Nc1ccccn1
(5) O=C(/C=C1\SC(=O)NC1=O)Nc1ccc(C(=O)O)cc1
(6) Cc1c(Cc2ccccc2)c(=O)oc2cc(O)cc(O)c12

screen / no.	1	2	3	4	5	6
FadD28 binding	-3.0	-0.6	-4.1	-0.7	-5.9	-0.1
GDH-TPI counter	-3	-7	-3	10	15	12
BioA inh	-2.8	1.0	0.3	0.2	/	/
Rv3671c inh	-2	8	/	6	2	-9
BoNT F protease	-4	-4	-1	2	-5	-5
CCHF vOTU inh	-12	-7	9	0	0	-115
FBA Mtb inh	-1	1	-1	2	-9	114*
DUSP3 inh	31	23	/	-2	16	3
MazF activator	1	-1	4	8	4	6
Mtb UGM inh	-5.3	0.7	/	0.0	0.4	0.5

Profiles from above. Screens in order: FadD28 binding	GDH-TPI counter	BioA inh	Rv3671c inh	BoNT F protease	CCHF vOTU inh	FBA Mtb inh	DUSP3 inh	MazF activator	Mtb UGM inh
O=C(/C=C1\SC(=O)NC1=O)Nc1ccc(C(=O)O)cc1 across the screens: -5.9	15	/	2	-5	0	-9	16	4	0.4
Cc1c(Cc2ccccc2)c(=O)oc2cc(O)cc(O)c12 across the screens: -0.1	12	/	-9	-5	-115	114*	3	6	0.5
Cc1ccc(S(=O)(=O)N2CCCN(S(=O)(=O)c3ccc4ccccc4c3)CC2)cc1 across the screens: -3.0	-3	-2.8	-2	-4	-12	-1	31	1	-5.3
CC(C)CN1Cc2ccccc2-n2nncc2C1 across the screens: -4.1	-3	0.3	/	-1	9	-1	/	4	/
Cc1ccc(C)c(N(C(=O)Cn2nnc(-c3cccs3)n2)C(C(=O)NC2CCCC2)c2ccncc2)c1 (centres undefined) across the screens: -0.6	-7	1.0	8	-4	-7	1	23	-1	0.7

Additional entries:
(7) COc1ccccc1S(=O)(=O)N(C)C[C@H]1OCc2cnnn2CCCC(=O)N([C@H](C)CO)C[C@H]1C
(8) COc1cc(CCC(=O)OCC(=O)Nc2c(F)cccc2F)cc(OC)c1OC
(9) CCOc1ccc(CNC(=O)CS(=O)(=O)Cc2nc(-c3ccc(OC)cc3)oc2C)cc1
(10) COc1ccccc1N(CCC#N)C(=S)Nc1ccc(S(=O)(=O)N2CCOCC2)cc1
(11) O=C(OC1CO[C@H]2O[C@@H]1[C@H](OC(=O)c1ccccc1)[C@H]2OC(=O)c1ccccc1)c1ccccc1 (some centres undefined)
(12) CC1=C(C(=O)Nc2ccccc2)C(c2cc(CN3CCOCC3)cs2)C2=C(CCCC2=O)N1 (centres undefined)

screen / no.	7	8	9	10	11	12
FadD28 binding	-3.4	-0.1	-2.6	-1.5	2.1	-1.4
GDH-TPI counter	-4	-5	5	7	-5	6
BioA inh	-0.6&-1.7	6.2	-1.9	-0.7	1.2	/
Rv3671c inh	/	-2	3	0	-1	7
BoNT F protease	-4	6	-11	9	?	-1
CCHF vOTU inh	19	10	1	12	-1	-23
FBA Mtb inh	-3	-2	2	0	2	13
DUSP3 inh	/	11	-10	/	/	16
MazF activator	11	3	6	-2	-7	0
Mtb UGM inh	/	-2.4	-2.3	-0.8	1.5	2.8

(13) Cc1ccc(-c2nc3ccccc3[nH]2)cn1
(14) CC(=O)c1ccc(NC(=O)N2CCN(c3ccc(C)cc3)C(C)C2)cc1 (centres undefined)
(15) Cc1cc(CN(C)C(=O)c2ccc(OC3CCN(S(=O)(=O)N(C)C)CC3)cc2)n[nH]1
(16) O=C(Nc1ccc(Oc2ccsc2C(=O)O)cc1)c1ccccc1F
(17) COc1ccc([N+](=O)[O-])cc1NC(=O)C1CCCCC1C(=O)O (centres undefined)
(18) Cc1ccc(NC(=O)CSc2nc3ncc(Cl)cc3[nH]2)c(C)c1

screen / no.	13	14	15	16	17	18
FadD28 binding	-5.3	-3.2	-1.3	0.1	1.3	0.1
GDH-TPI counter	6	-3	2	-2	17	4
BioA inh	-0.2	/	0.1	-0.2	1.4	-2.0
Rv3671c inh	10	-9	13	3	-2	-7
BoNT F protease	2	0	-1	-12	20	-5
CCHF vOTU inh	-13	-1	3	-14	-5	7
FBA Mtb inh	5	0	1	0	1	1
DUSP3 inh	11	0	7	22	4	-2
MazF activator	13	10	7	5	-1	-4
Mtb UGM inh	-1.9	-1.5	3.1	0.2	-0.8	0.4

(19) CCOC(=O)N1CCN(c2nc(N(c3ccccc3)c3ccccc3)nc(-n3ccnc3)n2)CC1
(20) Cn1c(=O)[nH]c(=O)c2c1nc(N1CCCCCC1)n2Cc1cccc2ccccc12
(21) Cn1c(CN2CCOCC2)nc2cc(NC(=O)c3ccc(F)cc3)ccc21
(22) NC(=O)C1CCN(c2nc(-c3cccnc3)cs2)CC1
(23) Cc1cc(-c2ccco2)n(CC(=O)O)n1
(24) Cc1ccc(C(=O)Nc2ccc(O)cc2C(=O)O)cc1C

screen / no.	19	20	21	22	23	24
FadD28 binding	/	-1.1	-1.9	-2.8	-3.6	0.3
GDH-TPI counter	/	-1	7	15	2	12
BioA inh	/	/	3.9	-1.6	0.2	-0.5
Rv3671c inh	-1	-6	-2	-10	-3	-3
BoNT F protease	/	-8	-10	-7	0	30
CCHF vOTU inh	-10	14	-14	3	-9	9
FBA Mtb inh	/	-1	0	2	-3	-3
DUSP3 inh	21	42	0	/	-11	12
MazF activator	/	42	5	4	8	-1
Mtb UGM inh	3.8	-1.7	0.6	2.6	1.9	1.1

(25) CCCNC(=O)C1(C)CCCN(C(=O)c2ccc(OC)cc2OC)C1 (centres undefined)
(26) Clc1ccc(-c2nnc(-c3ccccc3)c(-c3ccccc3)n2)cc1
(27) COc1ccc(CNc2cc(C)nc3ncnn23)c(OC)c1
(28) CC1CC(OC(=O)c2ccccc2)CC(C)N1C (centres undefined)
(29) CCOc1ccc(S(=O)(=O)NNC(=O)c2cc3ccccc3o2)cc1
(30) Cc1cc2nc3c(=O)n(C4CCCCC4)c(=O)[nH]c3nc2cc1N

screen / no.	25	26	27	28	29	30
FadD28 binding	0.2	-1.6	0.3	-2.6	2.6	-1.6
GDH-TPI counter	9	6	2	0	-1	4
BioA inh	-0.9	-0.9	0.4	/	-0.2	/
Rv3671c inh	/	-5	-2	-1	-2	/
BoNT F protease	-4	/	-2	0	24	2
CCHF vOTU inh	2	-11	-11	17	-9	5
FBA Mtb inh	3	1	2	2	4	-2
DUSP3 inh	/	2	10	-6	5	-7
MazF activator	/	-9	-5	-9	0	i
Mtb UGM inh	/	1.5	1.0	-0.8	1.7	/

Further records follow:
No.	compound	FadD28 binding	GDH-TPI counter	BioA inh	Rv3671c inh	BoNT F protease	CCHF vOTU inh	FBA Mtb inh	DUSP3 inh	MazF activator	Mtb UGM inh
31	O=C(C1=COCCO1)N(Cc1nnc(-c2ccc(Cl)cc2)o1)C1CC1	-0.4	5	/	-3	4	-9	-3	/	4	0.5
32	O=C(CCC(=O)Nc1ccccc1)N/N=C/c1ccccc1F	-0.1	1	/	6	2	-6	4	-1	8	-0.1
33	Cc1ccc(-c2cn(S(=O)(=O)c3cccc4nsnc34)nc2N)cc1	-1.9	20	-2.8	5	6	4	7	4	-3	1.0
34	CCCN(CCC)c1ccc(/C=N/NC(=O)CN2CCOCC2)cc1	-1.9	19	1.4	-2	-10	/	24	20	5	1.3
35	Cc1cc2ncn(S(=O)(=O)N(C)C)c2cc1C	-1.3	-5	-0.2	-8	-5	9	1	28	2	0.7
36	COc1cc(NS(=O)(=O)c2ccc3c(c2)C(C)(C)C(=O)N3C)cc(OC)c1	-7.9	-6	0.3	-2	-7	10	1	21	4	-4.7
37	O=S(=O)(NC(=NCc1ccccc1)c1ccccc1)c1ccccc1	-2.4	-2	3.2	-5	-19	7	2	69	11	1.2
38	COc1ccc(CNC(=O)Cn2cnc3c(SC)nc(N)nc32)cc1	-2.1	5	-1.7	7	5	-4	1	/	11	1.5
39	CCc1ccc(-c2csc3ncn(Cc4ccc(C(=O)O)cc4)c(=O)c23)cc1	-2.5	9	/	0	4	10	-1	11	-1	-1.6
40	CCOc1ccc(NC(=O)CC2C(=O)N(CC)C(=S)N2CCNC(C)=O)cc1 (centres undefined)	-0.3	-1	-1.0	-3	-5	3	0	-3	1	-3.5
41	CC(C)CNC(=O)[C@H](Cc1ccccc1)NC(=O)c1ccco1	1.4	3	-1.6	-12	/	9	2	19	4	0.5
42	CC(C)C(=O)N1CCC(CN=CC2=C(O)CC(C)(C)CC2=O)CC1	-0.7	-2	2.4	-9	-1	-3	-3	35	7	-0.4
43	Cc1c(Cl)cccc1NC(=O)CNCc1ccccc1F	-5.4	-9	/	5	-12	-8	-2	26	1	-1.5
44	C#CCN(C[C@@H]1[C@@H](OC(=O)NC2CCCC2)[C@@H](OC(=O)NC2CCCC2)CN(C(=O)OC(C)C)N1C(=O)OC(C)C)S(=O)(=O)c1ccc(C)cc1	-1.3	13	-2.9	/	1	24	1	/	3	/
45	COC(=O)CNC(=O)C1CCC(CNS(=O)(=O)c2cccc3nsnc23)CC1 (centres undefined)	1.2	-3	0.5	7	7	14	-2	23	4	-0.7
46	CC(C)(C)NC(=O)CCN(/N=C/c1ccccc1F)C1=NS(=O)(=O)c2ccccc21	-2.4	-1	/	5	?	-8	0	-22	7	-3.7
47	COc1ccc(S(=O)(=O)N2CCN(C(=O)COc3ccccc3)CC2)cc1	-0.8	4	/	-1	-1	-10	0	30	7	-2.7
48	COc1ccc(/C=N/S(=O)(=O)c2cccs2)cc1	-1.4	6	/	0	0	-6	1	-4	3	-1.5
49	CC1C(=O)OC(c2ccc(Br)cc2)C(C)(C)C1=O (centres undefined)	-3.1	-3	0.6	6	?	-8	2	5	-2	1.7
50	COc1cccc(CNC(=O)CCNC(=O)Cn2ccc3ccccc3c2=O)c1	-4.3	0	-2.0	-4	-8	2	-2	29	4	-0.7
51	Cc1cccc(NC(=O)C2CCN(S(=O)(=O)c3ccc4c(c3)NC(=O)CO4)CC2)c1C	-4.0	3	0.3	2	-3	-1	-1	-15	0	-1.2
52	CC1CCN(C(=O)c2ccc3c(c2)OCCO3)CC1	-3.1	8	-0.9	-4	1	6	-2	10	-27	0.2
53	COc1ccc(N2C(=O)C3ON(C4SC(=S)N(C)C4(C)C)C(c4ccc([N+](=O)[O-])cc4)C3C2=O)cc1 (centres undefined)	0.7	1	/	3	-10	-21	-2	-4	-4	-0.1

Screening data from PubChem BioAssay.
